eLon inh – inhibitors of E. coli Lon protease, primary screen, biochemical, fluorescence polarization; purified E. coli Lon protease; inhibition, % at 7.94 µM; AID 602123, 2011; 360,000 tested, 0.42% active; in the data active means inhibition above about 13%, passing the limit was not always enough;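 further: 0% = enzyme with probe and DMSO and 100% = no enzyme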
Target sequence (P0A9M0 whole entry, looked up): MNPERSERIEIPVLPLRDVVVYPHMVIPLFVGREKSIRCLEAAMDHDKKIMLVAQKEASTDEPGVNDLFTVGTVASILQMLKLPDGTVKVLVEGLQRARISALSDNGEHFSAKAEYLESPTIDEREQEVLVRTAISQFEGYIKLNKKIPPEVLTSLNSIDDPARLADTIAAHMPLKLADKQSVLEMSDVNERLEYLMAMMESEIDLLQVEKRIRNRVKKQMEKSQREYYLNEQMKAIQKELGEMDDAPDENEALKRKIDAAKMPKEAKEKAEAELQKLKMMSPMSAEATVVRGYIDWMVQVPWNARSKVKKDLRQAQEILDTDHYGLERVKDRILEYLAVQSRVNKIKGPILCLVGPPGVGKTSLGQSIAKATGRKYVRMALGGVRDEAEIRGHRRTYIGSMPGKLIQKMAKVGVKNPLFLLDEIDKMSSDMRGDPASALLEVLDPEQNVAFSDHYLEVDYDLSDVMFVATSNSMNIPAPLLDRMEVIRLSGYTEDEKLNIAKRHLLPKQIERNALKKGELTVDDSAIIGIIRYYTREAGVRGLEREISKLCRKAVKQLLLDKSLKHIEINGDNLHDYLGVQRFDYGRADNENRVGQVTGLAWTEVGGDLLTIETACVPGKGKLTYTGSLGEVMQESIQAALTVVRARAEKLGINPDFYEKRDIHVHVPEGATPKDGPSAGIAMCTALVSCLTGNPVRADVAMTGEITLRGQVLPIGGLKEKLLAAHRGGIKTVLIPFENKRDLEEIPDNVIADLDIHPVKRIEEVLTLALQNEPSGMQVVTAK
MT1-MMP act inh – blockers of MT1-MMP proenzyme processing, primary screen, HT1080 RFP-PRO-GFP cells, GFP/RFP fluorescence | Matrix metalloproteinase-14 (Homo sapiens), P50281 | 360,000 tested, 0.061% active | GFP/RFP ratio change, % at 20 µM | GFP/RFP ratio fluorescence, overnight; percent of plate control window, DMSO zero | AID 651647, 2012;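 active means GFP/RFP ratio change of at least 30% with cell ATP level not reduced by more than half and red fluorescence within 50% of control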; further: strong numbers were not always called active
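system = RFP-PRO-GFP reporter HT1080 cells | dosing = 20 µM single dose, 1% DMSO | timing = overnight cell settling, then overnight compound exposure, 37 °C, 5% CO2 | read-out basis = GFP/RFP fluorescence ratio | controls = DMSO and RFP-L50D-GFP cell wells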
MsrA inh – bovine MsrA enzyme inhibitors, primary screen, biochemical, absorbance, HTS | 360,000 tested, 0.75% active | purified bovine MsrA, absorbance read-out | inhibition, % at 15.5 µM | Methionine sulfoxide reductase A (Bos taurus); in the data active means inhibition above about 4.5%;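 further: 0% = vehicle wells with enzyme and 100% = reference inhibitor wells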
TbMetRS inhib – T. brucei MetRS inhibitors, primary screen, biochemical, luminescence; methionyl-tRNA synthetase (Trypanosoma brucei brucei); purified T. brucei MetRS, ATP depletion, Kinase-Glo luminescence; inhibition, % at 11.9 µM; 360,000 tested, 0.4% active; AID 624268, 2012;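 active means inhibition above a per-plate cutoff of the control wells' mean inhibition plus 3 SD, cut at about 5.5% in these data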;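 further: 0% = DMSO wells median and 100% = median of wells with control inhibitor compound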
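Measured by: Kinase-Glo luciferase luminescence reporting remaining unconsumed ATP. Material: purified T. brucei MetRS enzyme. Doses: 11.9 µM compound single dose, 0.9% DMSO. Medium: HEPES buffer containing pyrophosphatase, BSA, spermine, DTT. Times: 15 min preincubation, 2 h reaction, all 25 °C. Reagent: methionine, ATP and bulk E. coli tRNA.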
SKN-1 inh – suppressors of acrylamide-induced Pgst-4::GFP reporter in worms, primary screen, SKN-1 inhibitor project, whole organism, uHTS, GFP/RFP fluorescence ratio, strain VP596 | C. elegans VP596 Pgst-4::GFP/RFP ratio, 24 h | inhibition, % at 21.8 µM | 360,000 tested, 0.49% active | AID 624304, 2012;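 active means interference check ratio from 0.5 to 1.5 plus GFP to RFP signal ratio inhibition reaching or exceeding a fixed threshold, cut at about 30% in these data, passing the limit was not always enough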; further: some compounds called inactive have numbers as strong as hits
bovine MsrA act – bovine MsrA enzyme activators, primary screen, biochemical, absorbance, HTS. AID 602163, 2012. Methionine sulfoxide reductase A (Bos taurus). 360,000 tested, 0.3% active. activation, % at 10.6 µM. purified bovine MsrA, absorbance read-out; in the data active means activation above about 7.5%;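 further: 0% = vehicle and 100% = reference activator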
FAS TE block – FAS thioesterase domain inhibitors, primary screen, biochemical, fluorescence intensity, uHTS; Fatty acid synthase (Homo sapiens), P49327; recombinant FAS-TE, OMFH fluorogenic substrate, fluorescence endpoint; inhibition, % at 15 µM; 360,000 tested, 0.67% active;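 active means compounds whose normalised, plate-corrected inhibition of enzyme fluorescence in the single-dose primary screen is 50% or more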;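 further: 0% = DMSO with enzyme and 100% = substrate without enzyme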
NRP1-CendR mod – modulators of CendR peptide binding to NRP-1, primary screen, biochemical, fluorescence polarization, uHTS. Neuropilin-1 (Homo sapiens), O14786. FAM-RPARPAR peptide binding to NRP-1. inhibition, % at 25 µM. 360,000 tested, 0.85% active;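 active means inhibition or corrected inhibition above about 18%, plus a signal ratio from 0.5 to 1.5, limit read from the data, passing the limit was not always enough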; further: strong numbers were not always called active
MLLE-PAM2 inh – inhibitors of PABP1 MLLE–PAM2 peptide binding, primary screen, biochemical, fluorescence polarization, FITC-PAM2, GST-MLLE; Polyadenylate-binding protein 1 (Homo sapiens), P11940; 360,000 tested, 0.36% active; inhibition, % at 20 µM; in the data active means inhibition above about 35%, passing the limit was not always enough;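 further: plate controls were DMSO wells with GST-MLLE for no effect and wells lacking GST-MLLE protein for full effect; some results filed as inactive read as strong as hits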
* hit, by the source's call; / = no result given.

No.	smiles	NRP1-CendR mod	bovine MsrA act	MT1-MMP act inh	TbMetRS inhib	MLLE-PAM2 inh	MsrA inh	SKN-1 inh	eLon inh	FAS TE block
1	Cc1nc2nc(SCC(=O)O)nn2c(C)c1Cc1ccccc1Cl	0	-4	3	0.1	-28	0.4	0	-6	-3
2	CN1C(=S)SC(/[N+]([O-])=C\c2ccco2)C1(C)C (stereo not given)	16	-5	-8	0.0	1	1.1	25	5	-6
3	CCOC(=O)N1CCN(C(=O)C2CCN(S(=O)(=O)c3cc(C)ccc3OC)CC2)CC1	5	-3	1	0.1	-8	1.2	2	7	-7
4	Cc1ccc(NC(=O)c2ccc(S(=O)(=O)NCc3cccnc3)cc2)c(C)c1	11	-11	/	-1.2	5	0.2	3	-4	1
5	O=C(c1ccncc1)N(c1ccc2oc3c(c2c1)CCCC3)S(=O)(=O)c1cccc([N+](=O)[O-])c1	2	-4	3	0.1	-3	-0.1	-10	-3	49
6	Oc1ccc(NCc2ccc(OCc3ccccc3)cc2)cc1	4	0	24	-0.4	0	3.2	0	9	8
7	COc1ccccc1-n1c(SCC(=O)N2CCCCC2)nc2cccnc21	-1	-4	3	0.2	3	-0.6	0	2	-6
8	CCOC(=O)N1CCN(C(=O)c2cc(COc3cccc(C(F)(F)F)c3)on2)CC1	13	-6	3	-0.3	-8	0.6	-4	-4	7
9	CCCCCNc1nc(NCCCO)c(C#N)c2c1CN(C)CC2	-5	-3	-7	-0.5	19	5.0*	16	16	-8
10	O=C(CC1Sc2ccccc2NC1=O)Nc1cccc(C(=O)O)c1 (stereo not given)	-22	-2	0	0.3	-1	0.3	-2	-9	-2
11	Oc1cc(O)c2c(c1)O[C@H](c1ccc(O)c(O)c1)[C@@H](O)C2	-8	-5	0	-0.8	7	-2.1	-3	1	-3
12	Cc1ccc(C(=O)N/C(=C/c2ccccc2)C(=O)NC(Cc2ccccc2)C(=O)O)cc1 (stereo not given)	-4	-2	1	0.4	12	0.7	7	-5	-9
13	Cn1nc(C(F)(F)F)cc1-c1ccc(S(N)(=O)=O)s1	9	-5	-1	-0.5	-10	-0.2	0	3	-5
14	COc1ccc(/C=C(/NC(=O)c2ccco2)C(=O)N2CCCCCC2)cc1OC	-3	-6	-1	-0.5	0	2.1	-15	-12	-6
15	O=C1C=C(c2ccc(O)cc2)C[C@@H](c2ccc(Cl)cc2)C1	-2	-7	4	-0.2	7	2.5	-6	5	10
16	O=C1CN(C(=O)CSc2nnc(Nc3ccccc3)s2)c2ccccc2N1	-26	-8	1	0.2	-68	-0.1	-7	-8	-5
17	Cc1cc(S(=O)(=O)Nc2ccc(C(=O)NCCCN3CCCC3=O)cc2)ccc1F	-6	4	-3	-0.5	3	-0.9	-4	2	-10
18	CSc1nc(C)[nH]c(=O)c1C#N	1	-2	3	-0.1	-3	0.0	7	-1	-5
19	CCOC(=O)c1cnc2ccc(C)cc2c1Sc1ccccc1C(=O)OC	8	-5	-4	-1.2	16	1.3	7	-1	16
20	CCCCn1c(N)c(N(CCC(C)C)C(=O)C2=NN(c3cc(C)ccc3C)C(=O)CC2)c(=O)[nH]c1=O	-14	-2	0	-0.4	-32	0.9	8	-1	-10
21	CCCOc1ccc(/C=C/C(=O)NC2CCCCC2)cc1	-1	0	0	-0.4	12	0.8	6	-12	0
22	C[C@H](CO)N1C[C@H](C)[C@H](CN(C)C(=O)Nc2ccc(F)cc2)Oc2c(NC(=O)c3ccc(-c4nccs4)cc3)cccc2C1=O	6	-6	-3	-0.5	-7	0.8	6	4	4
23	COc1ccc(-c2nc3c4c(ncn3n2)-c2ccccc2CC42CCCC2)cc1	12	-6	-6	-0.8	-10	-1.0	0	8	27
24	CCOC(=O)C1(CCc2ccccc2)CCN(C(=O)c2cccc(C)n2)CC1	8	-7	-2	-0.9	10	1.4	1	5	-1
25	COc1cc(C(=O)NNC(=O)/C=C/c2ccco2)cc(OC)c1OC	-20	-4	-1	-0.1	-2	1.4	8	-12	-4
26	O=C1NCCc2cc3c(cc21)OCO3	0	1	3	-0.2	-6	-1.2	18	-2	-4
27	Cc1nc2ccccc2c(=O)n1NC(=O)COc1ccccc1	1	-1	1	-0.3	4	1.6	7	-3	-9
28	Cc1nn(Cc2ccc([N+](=O)[O-])cc2)c(=O)n1-c1ccccc1Cl	-9	-4	-2	-0.6	12	-1.1	7	-8	10
29	Cn1ccnc1Sc1ccc(C(N)=O)cc1[N+](=O)[O-]	6	-2	-6	-0.2	1	1.1	-6	-5	-4
30	Cc1oc(-c2cccc(Cl)c2)[n+]([O-])c1C	2	-2	0	0.3	6	1.7	20	-9	-6
31	CCCCCCn1c(NCC)nc2c1c(=O)n(C)c(=O)n2C	-2	1	-5	-0.2	2	0.4	-9	-7	-5
32	CCC1NC(=O)c2cccnc2-n2c1nc1ccc(C)cc1c2=O (stereo not given)	6	-6	-5	0.5	-3	0.8	2	0	-5
33	CC(NC(=O)NC1CCCCC1)C(c1cccs1)N1CCN(Cc2ccccc2)CC1 (stereo not given)	-20	1	0	-0.1	4	-1.3	-3	-11	-4
34	OC(CNCC1CCCCC1)COc1ccccc1 (stereo not given)	-3	0	0	-0.7	12	0.3	-13	2	-3
35	CCN(Cc1ccncc1)C(=O)c1cc(COc2c(F)cccc2F)on1	-3	-7	3	-0.3	5	-1.0	12	0	-5
36	CC1(C)Cc2nc3sc4c(SCC(=O)NCc5ccco5)ncnc4c3cc2CO1	-23	-2	-7	-0.4	11	-0.4	32	-3	-1

The final six records of the part above are carried over, then new ones follow.
No.	smiles	NRP1-CendR mod	bovine MsrA act	MT1-MMP act inh	TbMetRS inhib	MLLE-PAM2 inh	MsrA inh	SKN-1 inh	eLon inh	FAS TE block
31	CCCCCCn1c(NCC)nc2c1c(=O)n(C)c(=O)n2C	-2	1	-5	-0.2	2	0.4	-9	-7	-5
32	CCC1NC(=O)c2cccnc2-n2c1nc1ccc(C)cc1c2=O (stereo not given)	6	-6	-5	0.5	-3	0.8	2	0	-5
33	CC(NC(=O)NC1CCCCC1)C(c1cccs1)N1CCN(Cc2ccccc2)CC1 (stereo not given)	-20	1	0	-0.1	4	-1.3	-3	-11	-4
34	OC(CNCC1CCCCC1)COc1ccccc1 (stereo not given)	-3	0	0	-0.7	12	0.3	-13	2	-3
35	CCN(Cc1ccncc1)C(=O)c1cc(COc2c(F)cccc2F)on1	-3	-7	3	-0.3	5	-1.0	12	0	-5
36	CC1(C)Cc2nc3sc4c(SCC(=O)NCc5ccco5)ncnc4c3cc2CO1	-23	-2	-7	-0.4	11	-0.4	32	-3	-1
37	CCn1c(=O)n(CC(=O)NC2CCCC(C)C2C)c(=O)c2ccccc21 (stereo not given)	18	1	5	-0.8	2	0.8	13	3	-2
38	CCC(=O)N(Cc1cc2ccccc2[nH]c1=O)c1ccc(OC)cc1	7	-4	1	-0.9	0	0.0	-6	5	-8
39	COc1cc(NC(=O)c2c(F)cccc2F)c(Cl)cc1Cl	5	-3	0	1.4	1	-0.3	10	-3	4
40	Cc1ccccc1N1C(=O)C(Cl)=C(N2CCN(c3ccccc3)CC2)C1=O	-5	-4	3	0.4	8	-0.7	-8	-8	24
41	CCOC(=O)C1OC1(c1ccccc1)c1ccccc1 (stereo not given)	-4	-2	1	-0.2	-4	-0.7	2	7	-1
42	COc1ccc(C(C)(NC(C)=O)c2nc(-c3cccc(NC(C)=O)c3)cs2)cc1 (stereo not given)	11	-3	-1	0.2	10	-1.2	20	0	-7
43	COc1ccc(-c2nnc3sc(C4CCCCC4)nn23)cc1OC	-6	-12	3	-1.3	15	0.2	-14	-5	5
44	O=C(NCC(=O)N(CCN1CCOCC1)C(C(=O)NC1CCCC1)c1ccccc1)c1cccs1 (stereo not given)	2	1	5	-0.4	-8	-0.3	-2	2	-1
45	CCCCN1C(=O)c2ccc(C(=O)Nc3c(N)n(CCCC)c(=O)n(C)c3=O)cc2C1=O	2	-1	0	-0.3	4	1.1	14	7	-2
46	CCN(Cc1ccccc1)C(=O)CCS(=O)(=O)c1ccc2c(c1)NC(=O)CO2	5	0	1	-0.2	8	0.7	7	-7	-4
47	NC(=O)CNC(=O)[C@@H]1CC2(CC(c3cccc([N+](=O)[O-])c3)=NO2)CN1C(=O)c1ccccc1 (stereo not given in full)	-1	-4	-1	0.0	-3	-0.5	2	-8	-6
48	O=C(NC1CCSc2ccccc21)c1ccccc1F (stereo not given)	-6	-6	-1	-0.5	2	0.6	-9	-12	1

Entries of single compounds, looked up by structure:
COc1ccc(C(C)(NC(C)=O)c2nc(-c3cccc(NC(C)=O)c3)cs2)cc1 (stereo not given) reads NRP1-CendR mod: 11; bovine MsrA act: -3; MT1-MMP act inh: -1; TbMetRS inhib: 0.2; MLLE-PAM2 inh: 10; MsrA inh: -1.2; SKN-1 inh: 20; eLon inh: 0; FAS TE block: -7
CCN(Cc1ccccc1)C(=O)CCS(=O)(=O)c1ccc2c(c1)NC(=O)CO2 reads NRP1-CendR mod: 5; bovine MsrA act: 0; MT1-MMP act inh: 1; TbMetRS inhib: -0.2; MLLE-PAM2 inh: 8; MsrA inh: 0.7; SKN-1 inh: 7; eLon inh: -7; FAS TE block: -4

Additional structures follow:
No.	smiles	NRP1-CendR mod	bovine MsrA act	MT1-MMP act inh	TbMetRS inhib	MLLE-PAM2 inh	MsrA inh	SKN-1 inh	eLon inh	FAS TE block
49	CC(=O)NC(CC(=O)OCC(=O)NCCc1ccccc1)c1ccccc1 (stereo not given)	-4	1	2	-0.4	13	0.2	18	-6	-7
50	CCOC(=O)Nc1ccc(S(=O)(=O)NC2CCCCC2)cc1	3	-5	-9	-1.0	2	1.2	-3	0	-1
51	CC(NC(=O)CN(C)CC(=O)Nc1ccc(Cl)c(C(F)(F)F)c1)c1ccccc1 (stereo not given)	24	-4	9	-0.4	12	-0.7	8	2	34
52	Cc1cccc(OCc2nnc(SCC(=O)Nc3cccc(C(=O)N4CCOCC4)c3)o2)c1C	-5	-1	3	-0.6	-135	1.2	0	11	-7
53	Cc1ccc(C)c(NC(=O)CN(C)C(=O)CSCc2c(C)noc2C)c1	-4	-3	-6	-0.4	-4	-0.6	-9	-4	-2
54	O=C(OCc1cn(-c2ccc(Cl)cc2)nn1)c1ccccc1	-5	0	0	0.5	11	-0.3	-20	-9	17
55	CCN(C(=O)COC(=O)CCc1ccccc1)c1ccccc1	5	-5	1	-0.6	7	-0.7	9	-5	0

Source: PubChem (several laboratories)
